# EphA4 KYL inhibition = EphA4 ligand-binding antagonists – biochemical, colorimetric, mouse EphA4, primary screen (AID 689); 62,000 tested, 0.1% active; inhibition, % at 10 µM, or IC50 in µM where a hit was titrated; EphA4-AP binding to KYL peptide, pNPP A405; higher % means a stronger effect; in the data active = a potency from the dose series; inactive = the rest, 99 in 100 with inhibition below about 22%
# Active calls of the source: *; & = joins results of further samples. A portion of the library. The share of hits here may be higher or lower than overall.
# The first 2 records as a preview:
EphA4 KYL inhibition,structure
-4%,O=C(C1CC1)N(CCN(Cc1ccccc1)C(=O)C1CC1)Cc1ccccc1
-7%,COc1ccc2oc(=O)cc(C)c2c1

# Main list, from the start:
EphA4 KYL inhibition,structure
-4%,O=C(C1CC1)N(CCN(Cc1ccccc1)C(=O)C1CC1)Cc1ccccc1
-7%,COc1ccc2oc(=O)cc(C)c2c1
0%,CCC1Oc2ccc(C)cc2N(CC(=O)NCC2COc3ccccc3O2)C1=O (stereo not drawn)
-3%,Cc1nc2ccc(C(=O)O)cc2[nH]1
-9%,COc1ccc(CN(C)CCc2ccccn2)c(OC)c1OC
-9%,Cn1ccnc1/C=C(/OC(=O)c1ccc(Cl)cc1)c1ccc(Cl)cc1
-4%,COc1ccc(-c2coc3cc4oc(=O)cc(C)c4cc23)cc1F
-5%,Cc1ccc(NC(=O)C(=O)NCC(C)C)c(C)c1
-13%,O=S(=O)(c1ccccc1S(=O)(=O)N1CCCCC1)N1CCCCC1
-5%,FC(F)(F)c1cccc(-c2ccc(-c3csnn3)o2)c1
-7%,CCC(C)NC(=O)C1CCN(S(=O)(=O)CC)CC1 (stereo not drawn)
8%,CCCOC(=O)CN1C(=O)c2ccccc2C1=O
5%,CCOC(=O)C1=C(CSc2nc3c(cc2C#N)CN(C)CC3)OC(N)=C(C#N)C1c1ccc(F)cc1 (stereo not drawn)
-8%,CCCn1c(SCC(N)=O)nc2c(c1=O)C1(CCCC1)Cc1ccccc1-2
0%,Cc1ccc(/C=N/NC(=O)c2ccco2)s1
0%,Cn1c(C(=O)N2CCOCC2)cnc1Sc1ncc(C(F)(F)F)cc1Cl
26%,COCCCNc1c2c3c(cccc3[nH]c1=O)C(=O)c1ccccc1-2
-1%,CS(=O)(=O)c1ccc2nc(NC3(C(F)(F)F)N=C4SCCN4C3=O)sc2c1 (stereo not drawn)
4%,O=c1/c(=C/c2ccccc2OS(=O)(=O)c2ccccc2[N+](=O)[O-])sc2nc3ccccc3n12
-4%,c1ccc(Cn2ncc3c2ncn2c(-c4ccncc4)nnc32)cc1
-19%,CCCCn1c(=N)n(CC(O)COc2cccc(C)c2)c2ccccc21 (stereo not drawn)
-20%,Cn1c(=O)n(Cc2ccccc2)c(=O)c2c1nc1n2CCS1
-11%,O=C(O)c1ccc(SCc2cnc(Cl)s2)cc1
-6%,COc1ccc(C(=O)N2CCN=C2SCc2cccnc2)c(OC)c1
-5%,CCOC(=O)N1CCN(C(=O)c2cnc3n(c2=O)CCS3)CC1
-18%,CCNC(=O)c1ccc(C2SCC(=O)N2Cc2ccco2)cc1 (stereo not drawn)
9%,N#Cc1ccc(Oc2cccc(C(=O)O)c2)cc1C#N
-10%,CCN1C(=O)N(CC)C2NC(=S)NC21 (stereo not drawn)
-2%,Cc1nn(-c2ccccc2)c2c1C1(C(=O)N(C)c3ccccc31)N(c1ccccc1)C(=O)N2 (stereo not drawn)
-13%,CC(C)n1nnnc1-c1cc(Cl)cc(Cl)c1
-2%,CC(C)OC(=O)CCCN1C(=O)c2ccc(N)cc2C1=O
0%,COc1ccc(/C=N/NC(=O)c2nn(-c3ccccc3)c(=O)c3c(N)scc23)cc1
-10%,CCCCn1nc2cc(C(=O)NCc3ccco3)ccc2c1OCC
3%,CC1(C)Cc2c(sc3c2c(=N)n(Cc2ccco2)c(=O)n3CC(=O)Nc2cccc(Cl)c2)CO1
-1%,O=C(Nc1ccccc1)Nc1nnc(/C=C/c2ccccc2)s1
-5%,Cc1n[nH]c(C)c1S(=O)(=O)N1CCCC(C(=O)NC2CCCc3ccccc32)C1 (stereo not drawn)
8%,CCOc1ccc(NC(=S)NC(NC(=O)c2cccc(I)c2)C(Cl)(Cl)Cl)cc1 (stereo not drawn)
-4%,Cc1cccc(-c2noc(CCCC(=O)Nc3ccc(C(N)=O)cc3)n2)c1
-9%,COc1cc(NC(=O)Cc2ccccc2)ccc1NC(=O)c1ccco1
7%,O=C(COc1ccc(S(=O)(=O)N2CCOCC2)cc1)Nc1ccccc1C(F)(F)F
-14%,CCc1nc(SCC(=O)Nc2c(C)n(C)n(-c3ccccc3)c2=O)n[nH]1
-1%,COc1ccc(N2CCN(S(C)(=O)=O)CC2)cc1
9%,Cc1oc(-c2cccs2)nc1CS(=O)CC(=O)NC1CCCCCC1 (stereo not drawn)
-6%,COC(=O)C1=C(N)Oc2cc(C)n(Cc3cccnc3)c(=O)c2C1c1cc(OC)ccc1OC (stereo not drawn)
-16%,COC(=O)c1nn(-c2ccc(OC)cc2)c(=O)cc1Oc1cccc(Cl)c1
-5%,COc1ccc(C2C(C#N)=C(N)OC(C(C)(C)C)=C2C#N)cc1OC (stereo not drawn)
6%,CCOC(=O)c1c(-c2ccccc2)oc2ccc(OCC(=O)O)cc12
5%,Cc1cccc(OCCn2c(=O)n(C)c3ccccc32)c1
2%,COc1cc(-c2c(C#N)c(N)nc3c2c(C)nn3-c2ccc(C)c(C)c2)cc(OC)c1OC
0%,COc1cc(NC(=O)c2ccc(Cl)cc2)c(OC)cc1NC(=O)CN1CCOCC1

# More compounds:
EphA4 KYL inhibition,structure
-19%,COc1ccc(CN(Cc2ccccn2)S(=O)(=O)c2ccc(-n3cnnn3)c(OC)c2)cc1
-12%,CNc1nc(C)nc(-c2ccccc2O)n1
4%,CCN(CC)c1nc(N)nc(N(c2ccccc2)c2ccccc2)n1
-7%,Cc1cc(C)n(-c2ccc(Cl)c(C(=O)O)n2)n1
22%,CCOc1cccc2c1OC1(C)CC2NC(=O)N1c1cccc(Cl)c1 (stereo not drawn)
-10%,Cc1cc2cc(C)c3nnc(SCC(=O)N4CCc5ccccc54)n3c2cc1C
-11%,CN(C)Cc1cc(C(C)(C)C)c(O)c(C(C)(C)C)c1
-2%,COc1ccc(OC)c(CNC(=O)Cc2c(C(=O)O)[nH]c3ccccc23)c1
-1%,Cc1ccc(C)c(C(=O)O/N=C(\N)c2ccc(Br)cc2)c1
-28%,CCc1ccc(-c2nnn(Cc3nn[nH]n3)n2)cc1
-10%,CO/C(=N\S(=O)(=O)c1ccc(Cl)cc1)c1ccccc1
-2%,O=C(NCc1cc(Br)cc(Br)c1OC(=O)c1ccc([N+](=O)[O-])cc1)c1ccccc1
2%,CCOC(=O)CSc1nc(C2CC2)nc2ccccc12
-10%,O=C(CCCn1c(=S)[nH]c2ccccc2c1=O)N1CCN(c2cccc(Cl)c2)CC1
-14%,CCOC(=O)C(C)N1N=C(/C=C/c2ccc(OC)cc2)CCC1=O (stereo not drawn)
-7%,Clc1ccc2[nH]c3c(c2c1)CCc1cn[nH]c1-3
4%,CNc1cccccc1=S
-8%,CC(=O)C1=C(O)C(=O)N(CC#N)C1c1cccs1 (stereo not drawn)
-6%,CCN1CCN(c2nc(-c3ccncc3)nc3ccccc23)CC1
-36%,CC(C)(C)C(=O)NCCCc1nc2ccccc2n1CCCOc1ccc(Cl)cc1
6%,COc1ccc(O)c(C(=O)c2cc(C#N)c(=O)n(-c3c(C)n(C)n(-c4ccccc4)c3=O)c2)c1
16%,CCCc1cc(=O)[nH]c(SCC(=O)NCCCC(=O)OCC)n1
-18%,CC(=O)c1ccc(NC(=O)CCn2c(=O)oc3ccccc32)cc1
0%,O=C1c2ccccc2NC(c2ccc(Cl)c(Cl)c2)N1Cc1ccco1 (stereo not drawn)
-9%,Cc1ccc(OCCNC(=O)CCc2ccccc2)cc1C
-4%,O=C(NCc1ccco1)c1ccccc1NS(=O)(=O)c1ccc(Br)s1
8%,O=C(CSc1ncccc1-c1nc2ccccc2[nH]1)NC1CC1
-14%,CC(C(=O)NCc1ccccc1)N1C(=O)CN(C)C(=O)c2ccccc21 (stereo not drawn)
-12%,O=C(C1CCC(=O)N1Cc1ccccc1Cl)N1CCN(c2cccc(Cl)c2)CC1 (stereo not drawn)
-4%,CCCc1nc2ccccc2c(C(=O)O)c1CC
12%,Cc1ccc(OCCN2C(=O)CSC2=O)cc1
-18%,C=CCOc1ccc(C(=O)N(Cc2ccc(N(C)C)cc2)C2CCS(=O)(=O)C2)cc1 (stereo not drawn)
3%,CCOc1ccccc1C(=O)NC1CC2CCCC(C1)N2C1CC1 (stereo not drawn)
-10%,CCNc1nc(NC(C)C)nc(Oc2ccc(OCCOc3ccccc3)nn2)n1
-11%,Cc1sc2nc3ccc(NCc4ccco4)nn3c(=O)c2c1C
-5%,CCOc1cc(N2CCOCC2)c(OCC)cc1NC(=O)COc1ncnc2ccc(Br)cc12
-10%,COc1cc(/C=N/Nc2nn3cnnc3c3ccccc23)ccc1O
-6%,Cc1nc(NC(=O)/C=C/c2ccccc2)sc1C(=O)Nc1ccccc1Cl
2.3µM*,O=[N+]([O-])/C=C/c1cn(Cc2ccccc2)c2ccccc12
-1%,COc1ccc(OC(=O)c2cccc([N+](=O)[O-])c2)c(C(=O)/C=C/c2cccs2)c1
-4%,NC(=O)c1ccc2c(c1)OCCO2
0%,Cc1cc(C(=O)CSc2nnc3c(Cl)cc(Cl)cn23)c(C)n1C
10%,Nc1nonc1-c1noc(CCCN2C(=O)c3ccccc3C2=O)n1
-10%,COC(=O)C1=C(C)N(c2cccc(C)c2)C(=O)/C1=C\c1ccc(C(=O)O)cc1
-5%,CCOc1ccc(N(C(C)C(=O)Nc2ccc(OC)cc2)S(C)(=O)=O)cc1 (stereo not drawn)
3%,O=C(O)c1cc(-c2ccccc2)n(-c2ccccc2C(=O)O)n1
1%,CN1CC(=O)N(C)c2nc(Br)n(C)c2C1=O
11%,CC(COc1ccccc1)NC(=O)c1nn2c(C(F)(F)F)cc(-c3ccccc3)nc2c1Br (stereo not drawn)
-8%,COCCCNC(=O)c1oc2ccc(S(=O)(=O)N(C)C3CCCCC3)cc2c1C
-12%,CCOC(=O)c1c(C)[nH]c(C)c1C(=O)COC(=O)c1ccc(S(=O)(=O)N(CC)CC)cc1

# Copied from above, 7 compounds:
EphA4 KYL inhibition,structure
-4%,O=C(NCc1ccco1)c1ccccc1NS(=O)(=O)c1ccc(Br)s1
8%,O=C(CSc1ncccc1-c1nc2ccccc2[nH]1)NC1CC1
-14%,CC(C(=O)NCc1ccccc1)N1C(=O)CN(C)C(=O)c2ccccc21 (stereo not drawn)
-12%,O=C(C1CCC(=O)N1Cc1ccccc1Cl)N1CCN(c2cccc(Cl)c2)CC1 (stereo not drawn)
-4%,CCCc1nc2ccccc2c(C(=O)O)c1CC
12%,Cc1ccc(OCCN2C(=O)CSC2=O)cc1
-18%,C=CCOc1ccc(C(=O)N(Cc2ccc(N(C)C)cc2)C2CCS(=O)(=O)C2)cc1 (stereo not drawn)

# An excerpt of these results, field by field:
Cn1c(=O)n(Cc2ccccc2)c(=O)c2c1nc1n2CCS1
  EphA4 KYL inhibition: -20%

O=C(O)c1ccc(SCc2cnc(Cl)s2)cc1
  EphA4 KYL inhibition: -11%

COc1ccc(C(=O)N2CCN=C2SCc2cccnc2)c(OC)c1
  EphA4 KYL inhibition: -6%

# The list continues:
EphA4 KYL inhibition,structure
-16%,O=S1(=O)N=C(N2CCOCC2)c2ccccc21
-6%,COc1cc(/C=C/C(=O)N(C)c2ccccc2C(=O)O)cc(OC)c1OC
-21%,COc1ccccc1N1CCN(c2nnc(-c3ccc(F)cc3)c3ccccc23)CC1
5%,COc1ccc2cc(CN(Cc3cccnc3)S(=O)(=O)c3ccccc3)c(=O)[nH]c2c1
-2%,COc1cc(NC(=O)CSc2ccc3c(c2)OCCO3)cc(OC)c1OC
-10%,Cc1cccc(Nc2ccccc2C(=O)NCc2ccco2)c1C
-9%,Cc1cccc(Oc2cc(N)cc([N+](=O)[O-])c2)c1
-23%,Cc1c(Cl)cccc1NC(=O)CC1NCCNC1=O (stereo not drawn)
12%,CCc1nc(N2CCC3(CC2)OCCO3)c2nnn(Cc3ccccc3Cl)c2n1
-20%,O=C1Nc2cc(Cl)c(Cl)cc2N(O)N1c1cccc(Cl)c1
3%,Cc1ccc(CN2C(=O)CCC2C(=O)NCc2ccco2)cc1 (stereo not drawn)
5%,CC1(C)CC(=O)C2=C(C1)OC(N)=C(C#N)C21C(=O)N(Cc2ccccc2Cl)c2ccccc21 (stereo not drawn)
-8%&23%,CCc1nnc(NS(=O)(=O)c2ccc(NC(=S)NC(=O)/C=C/c3ccc(C(C)C)cc3)cc2)s1
-10%,Cc1ccc(NC(=O)c2cc([N+](=O)[O-])ccc2NCc2cccnc2)cc1Cl
-8%,O=C(Cn1ccc2ccccc2c1=O)NCCC(=O)N1CCN(c2cccc(C(F)(F)F)c2)CC1
0%,CCCn1c(NC(=O)C2CCN(S(=O)(=O)c3cccs3)CC2)nc2ccccc21
-25%,CCNc1nc(NC(C)C)nc(OCCNS(=O)(=O)c2cc(C)ccc2C)n1
-2%,O=C(c1ccccc1)N1CCN(C(=O)c2cc3ccccc3o2)CC1
-6%,CCn1c(SCC(=O)OCc2ccccc2)nnc1-c1ccco1
-5%,CC(N/C=C1/CC(=O)NC1=O)c1ccccc1 (stereo not drawn)
-8%,CN1CC2=Cc3ccccc3OC23Oc2ccccc2C=C3C1
9%,Cc1ccc(Nc2nc(-c3c(C)nc4ncccn34)cs2)cc1
-5%,CC(=O)COc1cc(C)cc2oc(=O)cc(-c3ccccc3)c12
-25%,CC(C)[C@@H]1N[C@]2(C(=O)Nc3ccccc32)[C@@H]2C(=O)N(c3cccc(C(F)(F)F)c3)C(=O)[C@@H]21
12%,Cc1nc2ccccn2c1C(=O)/C=C/c1ccc(F)cc1
-9%,O=C(CCC1CCCCC1)Nc1c2c(nn1-c1ccc(F)cc1)CS(=O)(=O)C2
-6%,Cc1ccc(OCc2nc(-c3cccnc3)no2)c(Br)c1
16%,CCN(CC)S(=O)(=O)N1CCC(C(=O)NCCN2CCOCC2)CC1
-4%,COc1ccc(-c2oc3ccccc3c(=O)c2OC(=O)c2ccc(C)cc2)cc1
-4%,Cc1ccc2cc(CN(CCCO)S(=O)(=O)c3cccc4nsnc34)c(=O)[nH]c2c1

# High-throughput results: PubChem, Sanford-Burnham Center for Chemical Genomics
